High-throughput results deposited in PubChem by Sanford-Burnham Center for Chemical Genomics.
APOBEC3A inh = APOBEC3A ssDNA deaminase inhibitors, primary screen, selectivity assay for APOBEC3G inhibitor project, biochemical, FAM/TAMRA oligo cleavage fluorescence. recombinant A3A, FAM/TAMRA ssDNA deamination fluorescence. AID 493011, 2011. DNA dC->dU-editing enzyme APOBEC-3A (Homo sapiens), P31941. 0.41% of 330,000 active. inhibition, % at 20 µM;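 active = at least 40% inhibition at 20 µM here, with at most 30% in a related deaminase screen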;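 note: plate controls were A3A with DMSO for no effect and wells lacking A3A enzyme for full effect; some results filed as inactive read as strong as hits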
Target sequence (P31941 whole entry, looked up): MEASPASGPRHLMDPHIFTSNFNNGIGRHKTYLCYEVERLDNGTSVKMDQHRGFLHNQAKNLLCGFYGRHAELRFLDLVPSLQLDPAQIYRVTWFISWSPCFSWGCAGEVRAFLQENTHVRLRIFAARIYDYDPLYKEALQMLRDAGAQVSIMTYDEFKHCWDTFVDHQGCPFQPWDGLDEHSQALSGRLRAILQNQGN
mIAP act = activators of mouse IAP, primary screen, biochemical, luminescence, uHTS. intestinal alkaline phosphatase [Mus musculus]. muIAP, CDP-Star luminescence, 30 min; hits give high values; 1 = vehicle-only enzyme signal, 0 = enzyme-free wells. activation factor at 10 µM. 0.24% of 330,000 active. AID 2805, 2010;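 active = activation factor of at least 2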; note: the source names both 10 and 20 µM as test concentration; values of inactives mirror those of a sister screen read the other way
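also added = chemiluminescent substrate CDP-Star | test system = mouse IAP enzyme | signal = chemiluminescence readout | compound = DMSO-dissolved test compounds | incubation = 30 min at room temperature | benchmarks = DMSO wells, no-enzyme wells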
MPTP block = mitochondrial permeability transition pore inhibitors, primary screen, biochemical, isolated mouse mitochondria, absorbance. inhibition, % at 10 µM. Ca2+ swelling absorbance, 30 min. AID 602449, 2012. 1.4% of 360,000 active;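 active = inhibition of 50% or more, scaled per plate between neutral and stimulator controls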;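 note: 0% = DMSO wells given calcium and 100% = 1 mM EGTA wells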
beta cell repl = inducers of MIN6 beta-cell proliferation, primary screen, ATP luminescence, uHTS; proliferation, % at 10 µM; MIN6 cells proliferation, ATPlite luminescence, 48 h; cells starved in 0.2% serum; 100% = growth in 10% serum; 0.29% of 330,000 active;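 active = compounds whose signal lies at least 3.5 SD above the mean of all wells on their plate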;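 note: 0% = DMSO-treated cells in low-serum medium and 100% = 10% serum control; some compounds called inactive have numbers as strong as hits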
hIAP inh = human IAP inhibitors, primary screen, biochemical, luminescence, uHTS; purified IAP, CDP-Star luminescence, 30 min; inhibition, % at 10 µM; 0.12% of 330,000 active; AID 2544, 2010;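 active = inhibition reaching a set limit with compound at 10 µM in the primary screen, cut at about 35% in these data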;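 note: plate controls were DMSO wells with enzyme for no effect and no-enzyme buffer wells for full effect; values of inactives mirror those of a sister screen read the other way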
Target sequence (P09923 whole entry, looked up): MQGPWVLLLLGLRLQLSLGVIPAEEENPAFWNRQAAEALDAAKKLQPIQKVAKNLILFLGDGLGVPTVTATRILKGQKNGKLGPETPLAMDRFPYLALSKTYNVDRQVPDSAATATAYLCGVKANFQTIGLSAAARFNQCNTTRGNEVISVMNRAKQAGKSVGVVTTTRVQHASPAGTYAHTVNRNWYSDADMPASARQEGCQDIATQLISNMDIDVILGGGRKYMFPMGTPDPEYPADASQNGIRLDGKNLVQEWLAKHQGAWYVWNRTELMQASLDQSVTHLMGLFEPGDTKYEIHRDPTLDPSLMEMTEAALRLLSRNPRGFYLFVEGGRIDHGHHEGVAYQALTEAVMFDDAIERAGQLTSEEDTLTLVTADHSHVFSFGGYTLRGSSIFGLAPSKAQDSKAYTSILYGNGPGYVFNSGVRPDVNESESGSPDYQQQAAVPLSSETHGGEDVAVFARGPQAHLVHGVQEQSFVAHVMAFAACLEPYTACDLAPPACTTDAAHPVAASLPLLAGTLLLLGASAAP
A3G deaminase = APOBEC3G DNA deaminase inhibitors, primary screen, biochemical, fluorescence, single-stranded DNA substrate, uHTS. DNA dC->dU-editing enzyme APOBEC-3G (Homo sapiens), Q9HC16. recombinant A3G, ssDNA deamination FAM/TAMRA fluorescence. inhibition, % at 20 µM. 0.28% of 330,000 active. AID 493012, 2011;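 active = inhibition of at least 40% at 20 µM, with no more than 30% in the related APOBEC3A deaminase screen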;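 note: plate controls were DMSO wells with A3G for no effect and wells lacking A3G enzyme for full effect; some compounds called inactive have numbers as strong as hits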
mIAP block = inhibitors of mouse IAP, primary screen, biochemical, luminescence, uHTS; 0.2% of 330,000 active; purified mouse IAP, CDP-Star luminescence, 30 min; AID 2806, 2010; inhibition, % at 10 µM;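 active = inhibition of at least 40% at 10 µM in the primary screen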;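 note: plate controls were DMSO with enzyme for no effect and no enzyme wells for full effect; values of inactives mirror those of a sister screen read the other way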
ATG4B inh = ATG4B protease inhibitors, primary screen, biochemical, fluorescence, uHTS. Cysteine protease ATG4B (Homo sapiens), Q9Y4P1. ATG4B cleavage of LC3-PLA2, NBD-HPC fluorescence, 1 h. inhibition, % at 8.33 µM. 0.51% of 340,000 active. AID 504462, 2011; in the data active = inhibition above about 40%
hIAP act = human IAP activators, primary screen, biochemical, luminescence, uHTS; activation factor at 10 µM; AID 2524, 2010; 0.16% of 330,000 active; purified human IAP, CDP-Star luminescence, 30 min; hits give high values; 1 = vehicle-only enzyme, 0 = enzyme-free background;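 active = activation factor of the enzyme at least 2-fold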; note: the source names both 10 and 20 µM as test concentration; values of inactives mirror those of a sister screen read the other way
An asterisk follows results filed as active. Outcome played no part in choosing rows; overall some 3.3% were active at least once.

SMILES	APOBEC3A inh	mIAP act	MPTP block	beta cell repl	hIAP inh	A3G deaminase	mIAP block	ATG4B inh	hIAP act
CCCCNCc1cc(Br)c(OCc2cccs2)c(OC)c1	-4.7	0.959	21.0	-7.0	8.6	-6.4	4.1	-8.7	0.914
CCOc1ccc(C2CC(c3ccccc3)Nc3nc(N)nn32)cc1 (stereo not drawn)	3.3	1.02	0.6	-0.7	-2.5	2.8	-1.7	-5.0	1.02
CC(C)(C)NC(=O)/C(=C/c1cccnc1)NC(=O)c1ccco1	-0.8	0.963	-0.1	-2.2	7.8	2.1	3.7	-3.6	0.922
Cc1cc(SCC(=O)NC(=O)c2cccn2C)nc2ccccc12	-6.5	0.952	8.3	-1.5	2.4	-6.7	4.8	-5.7	0.976
O=C(NC1CCCCC1)c1cccc2c1C(=O)c1ccc(-c3ccc(OC(F)(F)F)cc3)cc1S2(=O)=O	-1.6	1.04	-0.3	-5.0	-2.0	-5.2	-4.0	5.8	1.02
COc1ccc2nc3ccccc3nc2c1NC(=O)c1ccc(Br)cc1	-1.1	0.827	-2.2	0.0	-1.7	-10.1	17.3	26.8	1.02
CCCn1nnc(NC(=O)c2ccc(Br)cc2)n1	-1.6	1.03	0.2	-2.5	-1.2	10.2	-3.1	-2.8	1.01
Cc1cccc(C)c1NC(=O)Cn1nc(-c2ccc(Cl)s2)ccc1=O	-0.2	0.942	0.4	-2.1	-13.9	-3.5	5.8	9.8	1.14
CC(C)COc1ccc(C(=O)Nc2ncn[nH]2)cc1	-5.1	1.12	0.3	-1.5	-9.9	-3.3	-12.5	-1.0	1.1
CCCCN(C(=O)C1=CC=CN2CCS(=O)(=O)N=C12)c1ccccc1	-4.0	0.971	-0.8	-5.4	-33.8	2.9	2.9	-7.2	1.34
Cn1nc2sc3ccccc3n2c(=O)c1=O	2.3	0.843	0.9	0.9	4.3	5.1	15.7	-3.6	0.957
Cc1nn2c(=O)c3c4c(sc3nc2n1-c1ccccc1)COC(C)(C)C4	3.1	0.982	1.2	-1.5	3.3	1.3	1.8	-0.6	0.966
CC(=O)N1CCN(c2ccccc2NC(=O)COc2cc(C)ccc2C(C)C)CC1	-1.0	1.01	-1.4	-2.1	-20.4	-3.1	-0.9	12.6	1.2
COCc1cc(C)n(CC(=O)Nc2ccc(N3CCOCC3)cc2)c(=O)c1C#N	-1.5	1.05	0.3	-1.5	2.5	1.8	-4.6	3.1	0.975
COc1ccc(N2CC(C(=O)OCC(=O)c3ccccc3)CC2=O)cc1 (stereo not drawn)	1.3	1.02	0.6	-1.6	-14.0	-2.4	-2.2	-7.7	1.14
CC(C)(C)N(Cc1ccccc1)C(=O)CN1C(=O)c2ccccc2C1=O	-3.5	0.958	0.2	-1.2	-1.4	-9.2	4.2	-12.4	1.01
CN(CC(=O)Nc1cccc2ccccc12)C(=O)c1ccc(NC(=O)CC#N)cc1	-0.2	0.901	-1.2	-4.5	-11.6	-2.8	9.9	-6.2	1.12
CCCCN(CC)CCCNC(=O)c1ccc(CS(=O)(=O)c2c(Cl)cccc2Cl)o1	-3.7	0.933	0.3	-1.5	5.8	-6.5	6.7	3.2	0.942
O=C(NC(=S)N1CCN(c2ccc(O)cc2)CC1)c1ccco1	-4.1	0.813	-1.7	-4.5	6.5	-7.0	18.7	-5.5	0.935
Cc1noc(C(=O)Nc2cccnc2Cl)c1Cl	2.5	1.01	0.5	-2.8	-4.1	-2.1	-1.0	-3.0	1.04
COc1ccc(NC(=O)C2CC(=O)OC2c2ccccc2)cc1 (stereo not drawn)	0.4	0.978	5.6	1.0	-25.6	1.8	2.2	2.9	1.26
COc1ccc(OC)c(NC(=O)NCCCCc2ccccc2)c1	-1.1	1.48	0.7	-4.3	-10.0	-1.8	-47.7	3.9	1.1
Cc1cccc(C)c1NS(=O)(=O)c1ccc(-c2cnc(C3CC3)o2)cc1	-3.2	0.898	-0.6	-6.3	-2.3	-8.8	10.2	12.1	1.02
O=C(COc1ccccc1Cl)NCc1ccco1	-1.6	1.01	-1.1	-2.8	-7.7	-1.7	-0.6	-3.0	1.08
COc1ccccc1NC(=O)C(=O)NCCC1CCCCN1S(=O)(=O)c1ccc(F)cc1 (stereo not drawn)	3.0	0.995	-3.2	-3.5	-7.5	-3.4	0.5	-8.9	1.07

The list goes on, starting with the last five of the part before.
SMILES	APOBEC3A inh	mIAP act	MPTP block	beta cell repl	hIAP inh	A3G deaminase	mIAP block	ATG4B inh	hIAP act
COc1ccc(NC(=O)C2CC(=O)OC2c2ccccc2)cc1 (stereo not drawn)	0.4	0.978	5.6	1.0	-25.6	1.8	2.2	2.9	1.26
COc1ccc(OC)c(NC(=O)NCCCCc2ccccc2)c1	-1.1	1.48	0.7	-4.3	-10.0	-1.8	-47.7	3.9	1.1
Cc1cccc(C)c1NS(=O)(=O)c1ccc(-c2cnc(C3CC3)o2)cc1	-3.2	0.898	-0.6	-6.3	-2.3	-8.8	10.2	12.1	1.02
O=C(COc1ccccc1Cl)NCc1ccco1	-1.6	1.01	-1.1	-2.8	-7.7	-1.7	-0.6	-3.0	1.08
COc1ccccc1NC(=O)C(=O)NCCC1CCCCN1S(=O)(=O)c1ccc(F)cc1 (stereo not drawn)	3.0	0.995	-3.2	-3.5	-7.5	-3.4	0.5	-8.9	1.07
COc1cccc(CNC(=O)CCS(=O)(=O)c2ccc3c(c2)CC(C)N3C(=O)C2CC2)c1 (stereo not drawn)	-1.2	0.942	-1.1	-0.7	12.0	-3.3	5.8	3.8	0.88
O=C(Nc1ccccc1)OCCOc1ccc(Br)cc1	-1.7	1.02	-1.0	-4.3	7.9	-9.1	-2.5	5.5	0.921
COc1ccccc1NC(=O)Cc1csc(NC(=O)c2ccccc2)n1	0.0	1.12	1.5	-1.9	0.0	-0.6	-11.6	-4.5	1
COc1ccc(C(=O)O)cc1S(=O)(=O)Nc1ccccc1Cc1ccccc1	-3.0	0.945	1.4	-3.0	5.2	-12.2	5.5	-3.7	0.948
COC(=O)c1ccc(CS(=O)(=O)c2ccc(F)cc2)o1	7.4	0.946	0.4	-0.8	1.9	0.7	5.4	-0.6	0.981
COc1ccc(CC(=O)Nc2cccc(-c3ccc4nnc(C)n4n3)c2)cc1OC	10.5	1.02	4.7	1.3	-12.5	2.9	-1.8	12.3	1.12
CC(C)=CCCC(C)CN1CCC(N2CCC(C(=O)NC(C)C)CC2)CC1 (stereo not drawn)	-0.8	0.946	8.5	-3.1	-4.5	-7.7	5.4	-6.3	1.04
CCOC(=O)c1cc(CC)sc1NC(=O)C1CC(=O)NN1Cc1ccccc1 (stereo not drawn)	1.2	0.88	-2.5	-3.4	-36.7	-2.3	12.0	-13.0	1.37
CN1C(=O)NC(c2cccc([N+](=O)[O-])c2)C2=C1CC(C)(C)CC2=O (stereo not drawn)	-1.0	0.964	0.1	0.1	-11.4	-3.7	3.6	-0.9	1.11
N#Cc1c(C(F)(F)F)cc(-c2ccc(Cl)cc2)[nH]c1=O	2.7	0.869	92.6*	-3.0	22.0	-3.2	13.1	21.1	0.78
COc1cc2c(cc1OC)C(c1ccc(Cl)cc1)=NCC2	-0.2	0.984	2.3	5.5	11.7	-0.9	1.6	-6.2	0.883
CC(C)CC(=O)NNC(=O)c1ccc(Cl)cc1	0.9	1	-0.2	-0.8	-7.5	-2.6	-0.1	12.4	1.07
O=C1C2C3C=CC(C3)C2C(=O)N1c1ccccc1OS(=O)(=O)c1ccccc1 (stereo not drawn)	-5.4	1.1	0.9	-2.8	2.3	-10.1	-10.1	-4.4	0.977
CCOC(=O)C1(C)NC(c2cccs2)C2C(=O)N(c3ccccc3)C(=O)C21 (stereo not drawn)	-0.3	1.01	-1.2	2.8	-0.9	-6.7	-0.7	0.5	1.01
N#CCC(=N)N1CCN(c2ccccc2Cl)CC1	-3.8	1.04	-1.1	0.3	-10.5	-6.9	-3.9	12.9	1.1
O=C(NC1CCC(=O)N(CCOc2ccccc2)CC1)OCc1ccccc1 (stereo not drawn)	3.0	1.04	-1.5	0.2	17.7	-5.3	-3.9	-7.6	0.823
COC(=O)CC1C(=O)NCCN1C(=O)c1c(F)cccc1F (stereo not drawn)	-2.0	0.962	-0.5	0.1	17.9	-10.3	3.8	0.4	0.821
Cc1nc2ccc(NC(=O)c3cncc(Br)c3)cc2s1	5.9	1	0.3	5.1	0.2	-0.7	0.0	-9.4	0.998
CCC(=O)NCc1nc2ccccc2n1Cc1ccccc1F	-3.7	1.01	-0.4	-1.4	25.7	-6.5	-1.4	0.3	0.743
COc1ccc(C(O)c2nccc3cc(OC)c(OC)cc23)cc1OC (stereo not drawn)	0.8	1.03	4.3	-1.6	-21.4	-8.4	-2.7	-4.2	1.21
CC(C)Cc1nnc(NC(=O)CCC(=O)NCCc2ccc(Cl)cc2)s1	-3.6	0.972	-0.3	0.2	-21.0	-1.3	2.8	-5.4	1.21
Cc1ccccc1-c1cc(C(=O)NCc2cccc(Br)c2)n(CC2CC(c3cccnc3)=NO2)n1 (stereo not drawn)	32.6	2*	0.6	-6.0	-4.1	-7.9	-100.0	-0.3	1.04
COc1ccc(N2CC(C(=O)N/N=C/c3cc([N+](=O)[O-])ccc3O)CC2=O)cc1 (stereo not drawn)	0.0	0.848	-1.8	0.8	-29.1	-5.1	15.2	11.3	1.29
Cc1ccc(-c2nc3ncccn3c2Nc2ccc3c(c2)OCO3)o1	0.5	1.06	-0.7	-0.3	4.6	1.0	-5.8	-10.1	0.954
COc1ccccc1NC(=O)C1CC(O)CN1C(=O)Oc1ccccc1 (stereo not drawn)	2.8	1.06	-0.7	3.2	-17.7	3.5	-5.9	-0.9	1.18
SMILES	APOBEC3A inh	mIAP act	MPTP block	beta cell repl	hIAP inh	A3G deaminase	mIAP block	ATG4B inh	hIAP act
Cc1ccc(C)c(-n2c(-c3ccc4c(c3)OCO4)n[nH]c2=S)c1	-0.4	0.929	0.1	4.7	8.8	9.8	7.1	-5.3	0.912
CCC(c1nnnn1Cc1ccc2c(c1)OCO2)N1CCN(CC)CC1 (stereo not drawn)	-4.1	0.952	-2.0	1.5	0.1	-12.2	4.8	4.4	0.999
Nc1ccc(Nc2ccncc2[N+](=O)[O-])cc1	0.6	0.856	0.0	0.6	21.5	-2.4	14.4	-0.3	0.785
CCOC(=O)C1CCN(C(=O)C2CCN(C(=O)c3ccc([N+](=O)[O-])cc3)CC2)CC1	2.4	1.05	-0.1	-1.4	2.2	-0.4	-5.1	-2.3	0.978
COc1ccc(CC(CC(=O)O)C(=O)Nc2ccc(OC)cc2)cc1 (stereo not drawn)	5.9	0.991	0.5	0.3	3.4	0.1	0.9	-13.5	0.967
COC(=O)Cc1c(O)ccn(CCc2ccc(OC)c(OC)c2)c1=O	-1.3	1.1	-1.5	7.2*	-2.9	-4.4	-10.4	6.3	1.03
Cc1noc(C)c1CSCC(=O)N1CCN(c2ccc([N+](=O)[O-])cc2)CC1	2.5	0.879	1.3	1.6	24.9	-2.7	12.1	-6.2	0.751
